Source: PubChem (National Center for Advancing Translational Sciences (NCATS))
Pol eta inh: blocks human DNA polymerase eta activity; hit rate 1.2% among 390,000; recombinant Pol eta, fluorescent DNA replication assay; Potency, µM (top dose mostly 114 µM), inactives show at the top dose activity change, negative = inhibition, most hits filed as inhibitors; Q9Y253; AID 588591; further: on the % scale 0 is the no-effect control and ±100 the full control effect
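Pol eta at 10 nM preincubated with compounds 15 min at room temperature; reaction started with fluorescent substrate (50 nM final) and read kinetically at 0 and 10 min.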
Pol kappa inh: inhibitors of human DNA polymerase kappa; hit rate 0.53% among 400,000; purified Pol kappa, fluorescent DNA synthesis assay, 10 min; Q9UBT6; AID 588579; Potency, µM (titrated, usually from 107 µM), for the others: at the highest dose activity, negative = inhibition, actives largely listed as inhibitors; further: on the % scale 0 is the no-effect control and ±100 the full control effect
Target sequence (Q9UBT6 whole entry, looked up): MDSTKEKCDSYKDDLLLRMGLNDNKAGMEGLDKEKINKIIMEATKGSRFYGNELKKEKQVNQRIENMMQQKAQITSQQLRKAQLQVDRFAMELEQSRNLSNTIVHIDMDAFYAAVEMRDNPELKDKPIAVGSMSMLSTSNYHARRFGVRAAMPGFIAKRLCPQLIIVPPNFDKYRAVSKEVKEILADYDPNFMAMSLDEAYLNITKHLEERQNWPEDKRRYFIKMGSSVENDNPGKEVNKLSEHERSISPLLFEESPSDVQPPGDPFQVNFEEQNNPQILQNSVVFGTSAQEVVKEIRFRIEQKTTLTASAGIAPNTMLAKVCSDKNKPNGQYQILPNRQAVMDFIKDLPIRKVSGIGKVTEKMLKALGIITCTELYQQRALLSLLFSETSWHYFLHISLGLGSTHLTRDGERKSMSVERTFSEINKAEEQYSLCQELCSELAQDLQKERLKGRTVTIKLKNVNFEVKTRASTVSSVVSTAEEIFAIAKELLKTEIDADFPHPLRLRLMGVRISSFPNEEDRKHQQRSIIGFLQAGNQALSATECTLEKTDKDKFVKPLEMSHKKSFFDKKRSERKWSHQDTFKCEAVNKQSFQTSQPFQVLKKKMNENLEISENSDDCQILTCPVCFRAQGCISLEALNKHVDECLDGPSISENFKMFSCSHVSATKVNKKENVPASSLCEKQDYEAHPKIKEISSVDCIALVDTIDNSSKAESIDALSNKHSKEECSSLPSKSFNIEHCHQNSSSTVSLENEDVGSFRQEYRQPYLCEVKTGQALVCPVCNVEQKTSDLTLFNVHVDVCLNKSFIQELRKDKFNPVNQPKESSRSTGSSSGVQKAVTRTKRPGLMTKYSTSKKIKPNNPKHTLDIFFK
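Fluorescent qHTS in 1536-well format: enzyme (10 nM) and compound sat 15 min at room temperature before 50 nM substrate (final) was added. Signal taken at 0 and 10 min; no-enzyme buffer wells were negative controls.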
POLB inh: inhibitors of human DNA polymerase beta | P06746 | Pol beta primer extension/strand displacement, fluorescence kinetic | Potency, µM (series often up to 114 µM), inactives show top-dose activity change, negative = inhibition, most hits filed as inhibitors | hit rate 1.3% among 340,000 | AID 485314; further: on the % scale 0 is the no-effect control and ±100 the full control effect
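Human Pol beta at 10 nM; strand-displacement substrate 50 nM final. Compound exposure 15 min at room temperature before start, reaction 10 min at room temperature.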
G9a block: blocks human histone lysine methyltransferase G9a; Q96KQ7; G9a H3K9 monomethylation, AlphaScreen, 2 h; Potency, µM (doses to about 102 µM), without a hit: top-dose activity, negative = inhibition, hits mostly inhibitors; hit rate 8.8% among 350,000; further: on the % scale 0 is the no-effect control and ±100 the full control effect; nearly all actives have a fitted effect of over 75% in size
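Compounds were preincubated with 20 nM G9a for 15 min, after which biotinylated H3K9 peptide (500 nM) and SAM (20 uM) started a 2 h room-temperature reaction. Monomethylated product was quantified by antibody-based AlphaScreen chemiluminescence.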
Anesthetic bind: binds horse apoferritin like a general anesthetic; P02791; apoferritin/1-aminoanthracene competitive binding, fluorescence; Potency, µM (series often up to 77.5 µM), inactives show top-dose activity change, negative = displacement, actives largely listed as inhibitors; hit rate 0.074% among 350,000; AID 485281; further: on the % scale 0 is the no-effect control and ±100 the full control effect; nearly all actives have a fitted effect of over 20% in size
Target sequence (P02791 2-175 limits assumed): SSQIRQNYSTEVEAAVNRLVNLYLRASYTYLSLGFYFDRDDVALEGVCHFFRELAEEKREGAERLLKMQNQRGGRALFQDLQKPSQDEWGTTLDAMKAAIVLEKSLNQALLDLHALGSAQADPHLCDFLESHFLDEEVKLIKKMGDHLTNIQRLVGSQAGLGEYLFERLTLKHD
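Horse-spleen apoferritin (10 uM) in 50% saturated 1-aminoanthracene in PBS was incubated 10 min at room temperature with compound. Fluorescence (ex 380, em 535 nm) was normalized to free and bound 1-AMA, with concentration-response fitted by a four-parameter Hill equation.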
BLM helicase inh: blocks DNA unwinding by human BLM helicase; Potency, µM (top dose mostly 56.1 µM), for the others: top-dose activity change, negative = inhibition, actives largely listed as inhibitors; hit rate 0.2% among 350,000; recombinant BLM DNA unwinding, fluorescence dequenching; P54132;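 further: plate controls were vehicle for no effect and no enzyme for full effect; nearly all actives have a fitted effect of over 35% in size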
APE1 inh: inhibitors of human APE1 endonuclease; hit rate 0.35% among 350,000; Potency, µM (doses to about 65.8 µM), inactives show top-dose activity change, negative = inhibition, actives largely listed as inhibitors; recombinant APE1, TAMRA/BHQ-2 abasic DNA cleavage fluorescence; P27695;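 further: plate controls were vehicle for no effect and reference inhibitor for full effect; nearly all actives have a fitted effect of over 55% in size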
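0.75 nM APE1 + cpd, 15 min RT; start w/ 50 nM TAMRA/BHQ-2 THF-abasic dsDNA; kinetic fluor 525/598 nm ×3 reads @60 s; Δ(read3−read1); normalized to DMSO and NSC13755 control wells.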
POLI inh: inhibitors of human DNA polymerase iota. Q9UNA4. Pol iota fluorescent replication assay, 10 min. Potency, µM (titrated, usually from 115 µM), without a hit: top-dose activity, negative = inhibition, hits mostly inhibitors. hit rate 1% among 390,000
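Pol iota at 10 nM preincubated 15 min with compounds at room temperature; reaction started with fluorescent substrate, 50 nM final. Fluorescence read kinetically at 0 and 10 min; buffer-only wells as negative control.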
BAZ2B inh: inhibitors of human BAZ2B bromodomain. Q9UIF8. AlphaScreen BAZ2B-H3K14Ac peptide displacement. hit rate 4.4% among 360,000. Potency, µM (top dose mostly 114 µM), inactives show at the highest dose activity change, negative = inhibition, hits mostly inhibitors; further: on the % scale 0 is the no-effect control and ±100 the full control effect; nearly all actives have a fitted effect of over 60% in size
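Inhibition is scored as reduced AlphaScreen emission. The BAZ2B/b-H3(5-23)K14Ac complex (50 nM each) in PBS pH 7.4, 0.01% Tween-20 meets compound (up to 110 uM) for 30 min at RT before bead addition.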
* marks the source's active call; other numbers are inactive results; u = inconclusive; x = no result given; & = joins results of further samples; [ ] = another dose, or the depositor's remark. The call rests on the fitted dose curve; in most records, active means well fitted curve in the direction sought with a large enough effect; inconclusive means small, poorly fitted or top-dose-only effect, or another doubt; inactive means no such curve, though single readings can be large; an effect the other way counts as inactive or inconclusive. Potency means the concentration at half of the fitted maximal effect. Some of the compounds tested, so the mix of outcomes need not match the whole.

SMILES	Pol eta inh	Pol kappa inh	POLB inh	G9a block	Anesthetic bind	BLM helicase inh	APE1 inh	POLI inh	BAZ2B inh
Cc1ccc(NC(=O)CC(NC(=O)c2ccccc2Cl)c2ccccc2)nc1 (centres undefined)	-16%	3%	x	2%[59 µM]	x	x	34%	3%	6%
Cc1ccc(OCn2c(=O)sc3ccccc32)cc1	-13%	-12%	20%	-47%[12.7 µM]	-11%	-8%	-1%	-6%	129%[activator]
O=C(CN1C(=O)CCc2cc(S(=O)(=O)N3CCOCC3)ccc21)Nc1cccc(C(F)(F)F)c1	-15%	-3%[60.1 µM]	-28%	8%[59 µM]	1%	-4%	x	9%	-7%
COc1ccc(NC(=O)NC2CCCCCCC2)cc1OC	-3%	-6%	0%	8%	-11%	0%	5%	16%	-16%
Cc1ccc(CNC(=O)c2ccc(CS(=O)Cc3cccc(Cl)c3)o2)cc1 (centres undefined)	-7%&-7%	-12%&-5%	-1%&0%	7%	-7%&-10%	-10%&-6%	-18%	33%&-5%	-6%&-22%
CCOc1cccc2sc(=NC(=O)CCS(=O)(=O)c3ccc(F)cc3)n(C)c12	-8%	-14%	x	1%[59 µM]	x	x	3%	16%	11%
CCNc1ncc2nc(-c3cccc(C#N)c3)c(=O)n(CCC#N)c2n1	x	3%[60.1 µM]	x	3%[0.501 µM]	x	-6%	0%	x	x
O=C(NNC(=O)c1c(O)c2ccccc2[nH]c1=O)c1ccccc1	-19%	-12%	-3%	8%	-4%	-16%	-15%	5%	-8%
COc1ccc(CNC(=O)Cn2nnc(-c3ccc(C(F)(F)F)cc3)n2)cc1	-24%	-3%[60.1 µM]	0%	-13%[59 µM]	34%[activator]	-1%	x	-6%	-6%
CC(C)N(C(=O)Cn1c(-c2ccccc2Cl)nc2ccccc21)c1ccccc1	-9%	-12%	-23%	3%[59 µM]	-12%	0%	-5%	2%	-37%
COc1ccc(C(=O)N2CCN(c3ccccc3)CC2)cc1S(=O)(=O)N1CCOCC1	-16%	-20%	-24%	15%	-11%	-3%	24%	151%[activator]	3%
Cc1c(NC(=O)OC(C)C)sc(=S)n1C	-9%	0%	91%	u	3%	-5%	-6%	3%	1%
O=c1[nH]n(-c2ccccc2Cl)c(=O)c2ccccc12	-22%	4%	9%	-6%	-8%	-2%	5%	3%	3%
COCCC(=O)N1CCC(Oc2ccc(C(=O)NCCC3=CCCCC3)cc2)CC1	0%	7%	-2%	25%	-7%	-1%	5%	8%	-7%
CCSC1=N/C(=C\c2ccc(-c3ccccc3[N+](=O)[O-])o2)C(=O)S1	-5%	1%	-16%	46%[0.501 µM]	-12%	0%	u	6%	7.9µM*
COc1ccc(OCc2cc(C(=O)N3CCN(CC4CC4)CC3)no2)c(Cl)c1	4%	1%	-16%	-10%[59 µM]	-22%	-5%	-6%	-7%	-15%
C=CCn1c(SC(CCO)C(=O)NCc2ccco2)nc2sc3c(c2c1=O)CCC3 (centres undefined)	u	-3%	2%	-14%[59 µM]	-13%	-4%	-5%	-5%	-35%
COc1cc(/C=N/N=C2/NC(=O)C(Cc3ccccc3)S2)ccc1O (centres undefined)	-22%	-1%	8%	-4%	-17%	-4%	-5%	5%	5%
Cn1nc(C(C)(C)C)c(NC(=O)c2ccc(F)cc2)c1C(C)(C)C	3%	-14%	3%	23%	33%[activator]	-2%	2%	135%[activator]	0%
CC(=O)Cn1ncc(N2CCCCC2)c(Cl)c1=O	-6%	-6%	7%	11%	-6%	-1%	3%	-15%	-15%
CCC(C)c1ccc(NC(=S)NCc2ccccn2)cc1 (centres undefined)	-18%	-13%	34%	u	u	-7%	-7%	79%[activator]	-37%
CC1CN(C(=O)c2cc3c(=O)n4ccccc4nc3n2C)CC(C)O1 (centres undefined)	-8%	-7%	66%	-10%[0.0925 µM]	x	1%	-10%	42%[activator]	5%
CC(Oc1ccc(Cl)cc1)C(=O)N(C)CC(=O)Nc1ccc(N2CCOCC2)cc1 (centres undefined)	-16%	-7%	30%	x	-4%	2%	0%	19%	u
Cc1ccc(C)c(S(=O)(=O)N2CCN(C(=O)c3n[nH]c(=O)c4ccccc34)CC2)c1	-10%	0%	x	13%[2.33 µM]	x	x	-3%	-7%	9%
N#Cc1c(NCCO)ccc([N+](=O)[O-])c1NCCO	-11%	1%	15%	13%	0%	2%	-1%	38%[activator]	-1%
COc1ccc(C(=O)CSc2ccc(-c3ccco3)nn2)cc1	u	-24%	14µM*	22µM*	-10%	-21%	-2%	u	50µM*
CCCc1c(O)nc(SCC(=O)N2CCCCC2)[nH]c1=O	-13%	6%	1%	x	1%	3%	3%	3%	30%
Cc1cc(CN2CCCCC2C(=O)Nc2ccc(Oc3cccnc3)cc2)oc1C (centres undefined)	-12%	19%	30%	x	u	-7%	-9%	8%	u
Cc1ccc(-c2nc3ccccc3[nH]c2=O)cc1	-17%	-25%	-17%	18%	9%	-2%	u	-14%	-15%
CC(C)OCCCNc1nc2c([nH]1)c(=O)n(C)c(=O)n2C	3%	-4%	16%	15%	-9%	2%	3%	-21%	4%
CCOc1ccc(CCNC(=O)CCSCc2cccc(Cl)c2)cc1OCC	-21%	-15%[60.1 µM]	-1%	-3%[59 µM]	-10%	-2%	x	22%	3%
CC(=O)c1cc2c(C)cc(=O)oc2cc1O	-4%	2%	31%	-39%[59 µM]	146%[activator]	3%	-4%	12%	-25%
CC(CN1CCN(Cc2ccccc2)CC1)OC(=O)c1ccco1 (centres undefined)	9%	4%	11%	u	3%	0%	2%	14%	-38%
COc1ccccc1C(C)NCC(=O)NCc1ccc(C)cc1 (centres undefined)	-16%	-5%	-12%	-4%	-10%	0%	9%	128%[activator]	2%
O=C(OCc1nc(-c2ccccc2)oc1COC(=O)c1ccco1)c1ccco1	-16%	-9%	-1%	u	-4%	-8%	u	30%	-10%
COc1ccccc1N1CCN(C(=O)CN(c2cc(C)cc(C)c2)S(C)(=O)=O)CC1	-12%	-3%[60.1 µM]	19%	2%	-8%	-3%	u	14%	5%
COc1ccc(-n2c(Cc3cccn3C)nnc2SCC(=O)Nc2ccccc2C)cc1	-17%	-11%	11%	u	-18%	-2%	0%	32%[activator]	-38%
Oc1c(Cl)cc(Cl)cc1C=Nc1ccc(Br)cc1	u	-10%	5%	9%	-8%	-6%	0%	-4%	1%[57.1 µM]
CC12CCC(C(=O)NCCN3CCCCC3)(CC1=O)C2(C)C (centres undefined)	11%	6%	0%	-24%[2.33 µM]	-9%	-3%	-7%	10%	40%[activator]
CCOC(=O)N1CCN(CC(=O)Nc2ccc([N+](=O)[O-])cc2C(=O)Nc2ccccc2F)CC1	-17%	-1%	2%	-12%[59 µM]	-12%	2%	-2%	u	-1%
COCCCn1c(SCC(=O)NC2CCCC2)nnc1-c1cccs1	-2%	4%	5%	12%	4%	0%	7%	73%[activator]	5%
CC(=O)c1ccc(S(=O)(=O)Nc2ccc(S(=O)(=O)N3CCCCC3)cc2)cc1	-4%	10%	x	x	x	x	22%	1%	x
Cc1ccc(OCCn2ncc3ccccc3c2=O)c(C)c1	5%	-6%[60.1 µM]	13%	-12%	7%	0%	3%	5%	5%
O=C(Nc1ccccn1)c1ccc(C(=O)c2ccccc2)cc1	-13%	-3%	x	-4%	x	x	16%	20%	9%
COc1ccc2[nH]c3c(NCCN4CCCCC4)ncnc3c2c1	x	x	u	u	-13%	1%	2%	x	0%
COc1ccc(C(CNC(=O)c2ccc(N3CCCC3=O)cc2)N2CCCC2)cc1 (centres undefined)	-15%	-4%	x	8%[59 µM]	x	x	8%	13%	7%
O=C(CCCCCN1C(=O)CCC1=O)Nc1ncn[nH]1	-8%	2%	u	13%[12.7 µM]	3%	0%	0%	-6%	50µM*
CCOC(=O)C1CCCN(C(=O)/C(=C/c2ccco2)NC(=O)c2ccccc2)C1 (centres undefined)	8%	-29%	0%	40µM*	1%	-3%	-15%	21%	-18%

Five of the compounds above, as a markdown table.
| Compound | Pol eta inh | Pol kappa inh | POLB inh | G9a block | Anesthetic bind | BLM helicase inh | APE1 inh | POLI inh | BAZ2B inh |
| --- | --- | --- | --- | --- | --- | --- | --- | --- | --- |
| O=C(CCCCCN1C(=O)CCC1=O)Nc1ncn[nH]1 | -8% | 2% | u | 13%[12.7 µM] | 3% | 0% | 0% | -6% | 50µM* |
| Cc1ccc(OCCn2ncc3ccccc3c2=O)c(C)c1 | 5% | -6%[60.1 µM] | 13% | -12% | 7% | 0% | 3% | 5% | 5% |
| CC12CCC(C(=O)NCCN3CCCCC3)(CC1=O)C2(C)C (centres undefined) | 11% | 6% | 0% | -24%[2.33 µM] | -9% | -3% | -7% | 10% | 40%[activator] |
| COc1ccc(C(CNC(=O)c2ccc(N3CCCC3=O)cc2)N2CCCC2)cc1 (centres undefined) | -15% | -4% | x | 8%[59 µM] | x | x | 8% | 13% | 7% |
| CCOC(=O)N1CCN(CC(=O)Nc2ccc([N+](=O)[O-])cc2C(=O)Nc2ccccc2F)CC1 | -17% | -1% | 2% | -12%[59 µM] | -12% | 2% | -2% | u | -1% |

(continued)
SMILES	Pol eta inh	Pol kappa inh	POLB inh	G9a block	Anesthetic bind	BLM helicase inh	APE1 inh	POLI inh	BAZ2B inh
Cc1cccn2c(=O)c(C=Nc3ccccc3)c(NCCO)nc12	-7%	1%	3%	u	4%	0%	7%	23%	2%
COc1ccc(/C=C/C(=O)N[C@@H](C)C(=O)O)cc1	-10%	1%	-1%	26%	-5%	3%	2%	91%[activator]	2%
CCOc1ccc(C(=O)N2CCC3(CC2)NCCc2[nH]cnc23)cc1OCC	-1%	-4%	6%	15%[59 µM]	-4%	-1%	65%[activator]	9%	-15%
O=C(c1cc([N+](=O)[O-])ccc1N1CCOCC1)N1CCN(c2ccc([N+](=O)[O-])cc2)CC1	-13%	3%	x	11µM*	x	x	24%	-1%	-14%
O=[N+]([O-])c1ccc(N2CCN(Cc3ccncc3)CC2)cc1	-5%	-26%	u	32µM*	-3%	-2%	-6%	u	50µM*
O=C(c1cn(CC(=O)N2CCCC2)c2ccccc12)C1CCCCC1	-11%	-2%	19%	-5%	-15%	-1%	-3%	8%	10%
CCOC(=O)C(CC)n1cnc2c(cnn2-c2ccc(Cl)cc2)c1=O (centres undefined)	-11%	3%	0%	-11%	-11%	-10%	10%	-4%	4%
